# Bioassay records (PubChem BioAssay)
# HSP90 inh = HSP90 inhibitors, primary screen, cell lysate, luminescence. actives 0.91% (n = 290,000). inhibition, % at 5.6 µM. Heat shock protein HSP 90 (rabbit reticulocyte lysate; luciferase refolding). AID 1789, 2009. Rabbit reticulocyte lysate, luciferase refolding luminescence, 3 h;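 active = inhibition above the screen-wide mean plus 3 SD, computed separately per campaign, cut at about 16% in these data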;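 also: 0% = DMSO wells and 100% = 60 µM geldanamycin wells; inhibitors lower the luminescence because luciferase stays unfolded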
# DYRK1A inh = rat Dyrk1A kinase inhibitors, primary screen, biochemical, single point, plate reader | inhibition, % at 12.5 µM | actives 0.43% (n = 310,000) | AID 504441, 2011 | ADP-Glo luminescence, NFATc1 peptide | Dual specificity tyrosine-phosphorylation-regulated kinase 1A (Rattus norvegicus), Q63470; in the data active = inhibition above about 50%;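 also: plate controls were vehicle with enzyme for no effect and no enzyme for full effect; many of its hits are not listed in these tables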
# HSF1 activator = HSF-1 activators, primary screen, NIH3T3-HGL cells, MG132 stress, luminescence, single point; NIH3T3-HGL HSF-1 luciferase reporter, 8 h; 100% = twice DMSO control signal; activation, % at 9 µM; actives 1.7% (n = 300,000);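 active = mean replicate activation of at least 50% with a set share of replicates each reaching 50%; inconclusive = only one of those two conditions met; inactive = mean below 50% and too few replicates reaching it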;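 also: 0% = median of the neutral control wells and 100% = twice that signal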
# HSF1 inh = HSF1 inhibitors in luciferase reporter cells, primary screen, cell-based, NIH3T3, luminescence; NIH3T3-HGL HSE-luciferase, MG132-induced, luminescence 8 h; active compounds read low; activity change, negative = inhibition, % at 7.5 µM (by protocol); actives 0.77% (n = 300,000); AID 2098, 2009;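 active = more than half of replicate wells show activity change below -50%, luminescence cut by over half; inconclusive = some wells, but at most half, below -50%; inactive = no replicate well below -50%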;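 also: luciferase reports HSF-1 transcriptional activity via heat shock element; 0% = median of DMSO wells and -100% = zero luminescence signal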
# AI-2 QS mod = Vibrio harveyi AI-2 quorum sensing modulators, primary screen, JMH597 strain, luminescence/OD600 ratio. Vibrio harveyi JMH597 AI-2 luminescence/OD600 ratio, 9 h; active compounds read low; strain lacks LuxN and CqsS sensors; 0 = neutral-control median. activity change, % at 7.5 µM. actives 0.4% (n = 300,000); in the data active = activity change below about -75%, passing the limit was not always enough; inconclusive = no clear call, values can overlap the other calls;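 also: luminescence divided by OD600 gain over 9 h not by final OD600 alone; inactives centre near 13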
# Platelet DG rel = inhibitors of platelet dense granule secretion, primary screen, cell-based, MLPCN, human platelets; inhibition, %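 (compounds screened at 7.5 µM in platelet-rich plasma)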; AID 1663, 2009; human platelet-rich plasma, SFLLRN dense granule ATP release, luminescence; actives 0.22% (n = 300,000);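 active = mean replicate score, as percent of positive control, at or above 50; inconclusive = mean below 50 but at least one replicate at or above 50; inactive = mean and every replicate below 50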
# PolyA inh = polyadenylation inhibitors in yeast reporter cells, primary screen, luminescence, S. cerevisiae | S. cerevisiae SKY197-pL101 polyadenylation reporter, beta-gal luminescence; efflux-impaired pdr1/pdr3 knockout yeast; score 100 = 6 SD above DMSO | calls only at 12 µM | actives 0.02% (n = 300,000);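 active = lowest replicate activity score at least 50, where 100 means six control SD above control mean; inconclusive = lowest score under 50 but half or more replicates reach 50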;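 also: yeast exposed to compound for 9 h at 30 °C; higher score means more reporter readthrough which indicates perturbed polyadenylation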
# HDAC3 inh = HDAC3 deacetylase inhibitors, primary screen, biochemical, fluorescence, cell-free homogeneous; Histone deacetylase 3 (Homo sapiens), O15379; actives 0.15% (n = 320,000); AID 2718, 2010; recombinant HDAC3, fluorogenic peptide/trypsin coupled; inhibition, % at 8.3 µM; in the data active = inhibition above about 26%, passing the limit was not always enough; inconclusive = no clear call, values can overlap the other calls
# GSK3 alpha inh = blockers of GSK3A enzyme activity – biochemical, luminescence, cell-free homogeneous, HTS, primary screen | Glycogen synthase kinase-3 alpha (Homo sapiens), P49840 | GSK-3 alpha kinase, ADP-Glo luminescence, 60 min | inhibition, % at 10 µM | actives 0.1% (n = 320,000);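 in the data active = inhibition above about 50%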;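 also: GST-tagged GSK-3 alpha with peptide substrate and 25 µM ATP; 0% = DMSO neutral wells and 100% = GW8510 positive control wells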
# Target sequence (P49840 whole entry, looked up): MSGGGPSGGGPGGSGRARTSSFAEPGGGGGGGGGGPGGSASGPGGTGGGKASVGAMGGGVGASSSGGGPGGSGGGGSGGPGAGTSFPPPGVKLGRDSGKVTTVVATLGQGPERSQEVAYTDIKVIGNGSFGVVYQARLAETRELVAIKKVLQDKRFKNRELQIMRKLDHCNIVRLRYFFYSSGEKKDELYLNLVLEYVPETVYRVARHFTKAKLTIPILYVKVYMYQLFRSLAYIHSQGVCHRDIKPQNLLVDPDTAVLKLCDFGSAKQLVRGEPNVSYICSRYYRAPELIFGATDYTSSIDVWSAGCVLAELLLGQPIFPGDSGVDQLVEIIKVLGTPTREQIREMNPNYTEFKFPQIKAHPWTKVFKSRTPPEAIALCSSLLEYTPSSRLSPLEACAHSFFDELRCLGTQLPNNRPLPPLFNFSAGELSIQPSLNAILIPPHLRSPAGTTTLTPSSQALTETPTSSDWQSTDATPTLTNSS
# GSK3beta inhib = human GSK3beta kinase inhibitors, primary screen, biochemical, cell-free homogeneous, HTS; GST-GSK3beta kinase, ADP-Glo luminescence, 60 min; active compounds read low; actives 0.038% (n = 300,000); activity score (negative = inhibition), % at 10 µM; Glycogen synthase kinase-3 beta (Homo sapiens), P49841;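 active = more than half of replicate wells score below -50%, meaning over 50% inhibition versus plate controls; inconclusive = some replicates but at most half score below -50%; inactive = no replicate scores below -50%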;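 also: 0% = median DMSO wells and -100% = median GW8510 positive control wells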
# Target sequence (P49841 whole entry, looked up): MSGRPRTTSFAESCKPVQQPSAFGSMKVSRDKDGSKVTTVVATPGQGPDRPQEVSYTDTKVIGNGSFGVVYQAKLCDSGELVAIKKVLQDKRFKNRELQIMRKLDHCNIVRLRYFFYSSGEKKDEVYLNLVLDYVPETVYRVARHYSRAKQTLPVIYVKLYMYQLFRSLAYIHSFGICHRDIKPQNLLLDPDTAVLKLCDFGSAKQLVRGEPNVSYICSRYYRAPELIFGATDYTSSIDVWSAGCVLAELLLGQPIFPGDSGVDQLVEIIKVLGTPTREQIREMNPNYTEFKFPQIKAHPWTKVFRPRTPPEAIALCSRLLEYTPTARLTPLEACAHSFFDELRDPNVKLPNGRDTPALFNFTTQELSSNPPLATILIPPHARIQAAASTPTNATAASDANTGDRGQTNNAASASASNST
#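 test system = GST-tagged human GSK3beta kinase, cell-free | reagent = 25 µM ATP with peptide substrate | dosing = one dose of 10 µM per compound | schedule = 60 min reaction, RT | detection = luminescent ADP-Glo measurement of ADP formed | control set = DMSO neutral wells and GW8510 at 20 µM as positive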
# Numbers without * were called inactive; i = inactive; ? = inconclusive; / = not tested or not shown. Only part of the results is shown; rates above refer to the full screens.
# Below each compound: HSP90 inh	DYRK1A inh	HSF1 activator	HSF1 inh	AI-2 QS mod	Platelet DG rel	PolyA inh	HDAC3 inh	GSK3 alpha inh	GSK3beta inhib
- COc1ccc(C(=O)Nc2ccc3nc(N4CCCCC4)cc(C)c3c2)cc1OC
 : 1	-2	-8	-1	14	6	i	-2	-2	1
- Cc1ccc(NC(=O)CSCC(=O)Nc2cccc3ncccc23)cc1
 : /	3	-1	-8	8	-1	i	1	1	1
- O=C(CN1CCN(c2ccc(F)cc2)CC1)NCc1ccc(F)cc1
 : 0	-2	10	0	-11	5	i	-1	1	1
- COc1ccc(CC(NC(C)=O)C(=O)NC2CCN(S(=O)(=O)c3cccc4ccccc34)CC2)cc1OC (stereo not given)
 : 3	-3	-1	-6	24	2	i	10	-2	2
- CCN(CC(=O)Nc1ccc(NC(C)=O)cc1)C(=O)/C=C/c1cn(Cc2ccccc2)nc1-c1cccnc1
 : /	-4	-10	0	24	24	i	/	/	-3
- CCCSC1=C(C#N)C(c2cccnc2)C(C(=O)OCC)=C(c2ccccc2)N1 (stereo not given)
 : -2	5	21	4	27	-6	i	-4	-1	4
- CC(C)(C)C1CCC(OC(=O)c2ccncc2)CC1 (stereo not given)
 : -2	2	9	-2	11	-3	i	7	-1	1
- CCOC(=O)C1CCN(C(=O)COc2ccc(S(=O)(=O)N3CCOCC3)cc2C)CC1
 : -2	2	12	6	32	3	i	0	-2	4
- COc1cc2c(cc1OC)[C@H](C)N(C(=O)NCc1ccccc1)CC2
 : 2	-5	-9	-5	13	6	i	12	-1	1
- Cc1ccc(NC(=O)CCN2C(=O)CSC2=O)c(C)c1
 : -2	10	-13	-8	9	1	i	-1	1	-2
- O=C1c2ccccc2NC(c2ccc3c(c2)OCO3)N1O (stereo not given)
 : -2	-3	-7	-4	1	-5	i	-1	-2	-1
- CC(=O)Nc1ccc(Oc2ccc3nc(C)[nH]c3c2)cc1
 : -1	0	2	-4	4	5	i	-4	-1	3
- Cc1[nH]c2ccccc2c1C1C(c2ccccc2)=NN=C(C(C)C)N1O (stereo not given)
 : 3	1	17	0	27	4	i	3	1	0
- Cc1ccc(-c2nc(=S)c3c(n2CC2CCCO2)CC(C)(C)OC3)cc1 (stereo not given)
 : 4	1	-1	-7	20	-10	i	/	/	-1
- Cc1cccc(Nc2nc(N)c([N+](=O)[O-])c(N3CCOCC3)n2)c1
 : -1	31	-11	-2	12	2	i	16	20	-7
- COC(=O)CSc1ncnc2scc(-c3ccccc3)c12
 : -1	1	2	-8	6	-1	i	2	-2	1
- CC(=O)Nc1ccc(S(=O)(=O)N2CCN(C(=O)c3ncoc3-c3cccc(F)c3)CC2)cc1
 : 2	4	?	11	9	2	i	0	-5	0
- O=C(Cc1ccccc1)NNC1CC(=O)N(c2ccc(Oc3ccccc3)cc2)C1=O (stereo not given)
 : -1	-5	11	-6	/	-11	i	-6	-3	1
- COc1ccc(CNC(=O)CN(C(=O)c2csnn2)c2cccc(C(C)=O)c2)cc1
 : 0	-1	10	-13	/	6	i	4	-3	/
- O=C(NC(Cc1ccccc1)C(=O)O)/C(=C/c1ccc(Cl)cc1)NC(=O)c1ccccc1 (stereo not given)
 : -6	1	-2	-2	11	-5	i	2	/	-1
- CCCCc1nc(SCc2ccc([N+](=O)[O-])cc2)n[nH]1
 : 1	7	0	1	3	0	i	0	-5	0
- CCOc1cc(/C=N/NC(=O)c2ccc(=O)n(C)c2)ccc1O
 : -2	-2	-9	-1	22	2	i	?	2	-2
- NS(=O)(=O)c1ccc2nc(NC(=O)CS(=O)(=O)c3ccccc3)sc2c1
 : -6	/	2	-2	30	-9	i	0	2	3
- O=C(NCC1CCCO1)c1cccc(Oc2c(Cl)cccc2[N+](=O)[O-])c1 (stereo not given)
 : 0	7	8	7	4	-2	i	-3	0	-2
- CC1(C)C2CCC1(CS(=O)(=O)NCCc1c[nH]c3ccccc13)C(=O)C2 (stereo not given)
 : -4	-1	-10	4	38	-10	i	-1	-2	2
- Cc1cc(Br)ccc1OCC(=O)NC1CCCC1
 : -3	1	24	18	27	-3	i	5	-3	-2
- Cc1ccc(S(=O)(=O)NCCN=Cc2ccc(N(C)C)cc2)cc1
 : 0	-7	-6	-3	5	2	i	-6	-2	-4
- O=C(CN1C(=O)CSc2ncccc21)Nc1ccccc1F
 : -3	3	-2	0	6	-4	i	4	2	1
- COc1cc(C(CCN2CCN(c3ccccc3)CC2)c2c(OC)cc(OC)c3ccc(=O)oc23)cc(OC)c1OC (stereo not given)
 : /	0	4	4	13	-2	i	7	/	4
- COC(=O)C1=C(CSCc2ccccc2)NC(=O)NC1c1cc(C)ccc1C (stereo not given)
 : 2	-5	10	2	10	-5	i	6	0	-1
- O=C(Nc1ccncc1)c1sc2ccccc2c1Cl
 : 0	/	16	11	12	5	i	2	2	-3
- Cc1[nH]c(C)c(S(=O)(=O)Nc2ccccc2)c1C(=O)N1CCCC1
 : -3	-4	6	-4	15	7	i	5	2	8
- Nc1nnc(CSCc2ccc(F)cc2)s1
 : 2	-2	4	5	/	-11	i	2	0	/
- CCCCN1CNC(=S)N(c2cc(C)ccc2C)C1
 : 7	-5	-5	13	25	-1	i	-5	/	2
- CCOc1ccc2nc(N(CCN(C)C)C(=O)/C=C/c3cccs3)sc2c1
 : 1	-1	10	6	9	6	i	5	0	0
- CCOCc1c(C(=O)Nc2cc(OCC)c(N3CCOCC3)cc2OCC)oc2ccccc12
 : -4	3	-15	-4	19	2	/	-3	-1	4
- O=C(NCCN1CCOCC1)c1ccc2c(c1)N(Cc1ccc(Cl)cc1)C(=O)CS2
 : 2	3	34	11	7	-7	i	2	1	0
- CC(=O)c1sc(N/N=C\c2ccccc2O)nc1C
 : 1	-1	56*	26	8	3	i	6	2	-1
- CC(C)c1ccc(N(C(=O)CNC(=O)c2ccco2)C(C(=O)NC2CCCC2)c2cccnc2)cc1 (stereo not given)
 : -2	0	-5	4	4	-2	i	-4	-2	-1
- COC(=O)c1c(C)oc(C)c1S(=O)(=O)N(Cc1ccccc1)C(C)C
 : 4	/	0	-4	22	4	i	1	2	-1
- NC(=NC(=O)c1ccccc1)N1CCOCC1
 : -2	1	29	5	14	-4	i	-1	-1	-1
- CCCCS(=O)(=O)N1CCCC(C(=O)N2CCOCC2)C1 (stereo not given)
 : 8	9	-3	2	15	4	i	-2	-4	4
- O=C(NCc1ccccc1Br)c1ccc2c(c1)OCCO2
 : -7	8	3	2	12	1	i	-1	-1	2
- COc1ccc(S(=O)(=O)N(C)CC(=O)Nc2cccc(C(C)=O)c2)cc1C
 : -2	7	4	2	20	17	i	4	-3	0
- O=C(NC1CC1)C1CCN(C(=O)c2ccc(Cl)cc2Cl)CC1
 : 0	-9	0	-6	5	12	i	-5	-2	-2
- CCCn1c(C2CC(=O)N(c3ccc(C)cc3)C2)nc2ccccc21 (stereo not given)
 : 1	-3	7	2	10	1	i	1	-3	1
- O=S(=O)(c1cccc(S(=O)(=O)N2CCC(n3nnc4ccccc43)CC2)c1)N1CCCCC1
 : 4	2	15	13	-3	4	i	-1	-2	1
- C=CCNC(=O)c1onc(CSc2ccccc2CC)c1C(=O)O
 : -7	0	6	3	4	0	i	-5	-7	2
- NC(=O)Nc1ccccc1C(=O)N1CCC(O)(c2ccc(Cl)cc2)CC1
 : -1	-7	5	-3	6	-7	i	/	/	2
- Cc1c(C(=O)C(=O)N2c3ccc(F)cc3CCC2C)c2ccccc2n1C (stereo not given)
 : 0	-7	-32	-19	20	4	i	0	-3	-1
- COCn1cnc(-c2ccccc2)c1-c1ccccc1
 : /	8	0	-1	35	-17	i	4	1	-5
- C/C(N)=C(/C#N)C(=O)COC(=O)Cc1coc2cc(C)ccc12
 : -2	/	20	6	18	-5	i	3	4	2
- O=C(N/N=C/C1CCCCC1)c1cc(Cl)ccc1O
 : -1	8	17	5	22	3	i	-4	-3	-3
- COc1cccc(CN2C(=NC(=O)C3CC3)SC3CS(=O)(=O)CC32)c1 (stereo not given)
 : 0	4	-14	-7	1	1	i	2	-2	-1
- CN(C)CCOc1cc(Cl)cc(Cl)c1
 : 1	0	-36	-14	11	-2	i	-2	1	-1
- CN(C)S(=O)(=O)c1ccc(Cl)c(NC(=O)COC(=O)CN2C(=O)NC(C)(C)C2=O)c1
 : 3	5	12	-10	21	-36	i	-1	5	-1
- CCn1ccc(C(=O)Nc2ccc3c(c2)CCC3)n1
 : 19*	-4	29	40	18	5	i	3	-2	3
- CCC(C)NC(=O)c1cc2cc3ccc(OC)cc3nc2o1 (stereo not given)
 : 2	4	63*	27	2	-4	i	-91	5	-2
- Cc1cc(C)nc(/N=C(\N)N2CCc3ccccc32)n1
 : -5	/	19	9	20	-4	i	-1	1	4
- COCc1cc(C)nc2sc(C(=O)Nc3ccccc3F)c(N)c12
 : -3	/	12	9	-2	-5	i	1	0	0

# Additional structures follow.
# Below each compound: HSP90 inh	DYRK1A inh	HSF1 activator	HSF1 inh	AI-2 QS mod	Platelet DG rel	PolyA inh	HDAC3 inh	GSK3 alpha inh	GSK3beta inhib
- CC1=CCC(C(=O)O)C(C(=O)O)C1 (stereo not given)
 : -3	-7	2	-9	24	8	i	-2	-2	1
- Cc1cccc(C(=O)OCC(=O)NNC(=O)c2cccs2)c1O
 : /	-3	9	-3	2	-1	i	2	-1	0
- COc1cc(C2NC(=O)NC(C)=C2C(=O)NCc2ccccc2)c(Cl)cc1O (stereo not given)
 : -3	1	-1	-6	19	-2	i	6	2	3
- COc1ccc(CCNC(=O)CCn2cccc2)cc1OC
 : 5	5	-7	-4	29	-1	i	-1	-3	0
- O=c1ccnc(SCCc2ccccc2)[nH]1
 : 6	-7	37	22	8	0	i	-1	12	-24
- Cc1c(C(=O)N2CCCC2)oc2ccc(Br)cc12
 : -5	-11	18	6	0	-7	i	-3	/	2
- COc1ccc(-c2cn3c(C)c(C(=O)Nc4cccc(C)n4)sc3n2)cc1
 : 77*	-1	6	9	-7	-30	i	-3	0	1
- CC(C)(C)C(=O)COC(=O)C1CC(=O)N(c2ccccc2)C1 (stereo not given)
 : 3	-2	1	-3	11	-1	i	2	-1	2
